# High-throughput results: PubChem BioAssay, several laboratories
# Avidin bead fluor: green autofluorescence of compounds with avidin beads – biophysical, 488/530 nm, flow cytometry, artefact control, profiling panel | fluorescence (KMESF) at 10 µM | compound fluorescence 488/530 nm; stronger effect = higher value | actives 0.38% (n = 220,000) | AID 1775, 2009; in the data active means fluorescence above about 47; further: inactives centre near 10
# RGS4-Gao reg: modulators of RGS4 binding to Galphao, primary screen, biochemical, multiplexed bead flow cytometry. actives lie on both sides. binding response (% of control), % at 10 µM. actives 0.33% (n = 220,000). AID 1415, 2008. Guanine nucleotide-binding protein G(o) subunit alpha (Homo sapiens), P09471; in the data active means binding response below about 49% or above about 150%; inactive means in between;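 further: fluorescent Galphao activated with aluminum fluoride binding bead-coupled RGS4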
# Target sequence (P09471 whole entry, looked up): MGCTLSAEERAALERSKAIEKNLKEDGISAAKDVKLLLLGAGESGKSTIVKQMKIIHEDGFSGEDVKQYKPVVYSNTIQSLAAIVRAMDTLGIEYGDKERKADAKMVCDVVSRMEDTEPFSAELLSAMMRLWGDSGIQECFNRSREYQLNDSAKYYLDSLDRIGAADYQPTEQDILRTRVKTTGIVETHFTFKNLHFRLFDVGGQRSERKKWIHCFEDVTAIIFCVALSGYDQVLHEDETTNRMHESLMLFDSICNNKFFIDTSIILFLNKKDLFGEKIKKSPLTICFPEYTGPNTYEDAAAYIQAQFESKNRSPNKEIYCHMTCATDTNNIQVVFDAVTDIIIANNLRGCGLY
# Mcl-1 Bim block: inhibitors of Bim peptide binding to Mcl-1, primary screen, biochemical, bead-based flow cytometry, multiplex | Induced myeloid leukemia cell differentiation protein Mcl-1 (Homo sapiens), Q07820 | inhibition, % at 10 µM | actives 0.1% (n = 190,000) | Bim peptide-Mcl-1 binding | AID 1009, 2008; in the data active means inhibition above about 40%;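 further: 0% = no compound tracer wells and 100% = peptide blocker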
# Target sequence (Q07820 whole entry, looked up): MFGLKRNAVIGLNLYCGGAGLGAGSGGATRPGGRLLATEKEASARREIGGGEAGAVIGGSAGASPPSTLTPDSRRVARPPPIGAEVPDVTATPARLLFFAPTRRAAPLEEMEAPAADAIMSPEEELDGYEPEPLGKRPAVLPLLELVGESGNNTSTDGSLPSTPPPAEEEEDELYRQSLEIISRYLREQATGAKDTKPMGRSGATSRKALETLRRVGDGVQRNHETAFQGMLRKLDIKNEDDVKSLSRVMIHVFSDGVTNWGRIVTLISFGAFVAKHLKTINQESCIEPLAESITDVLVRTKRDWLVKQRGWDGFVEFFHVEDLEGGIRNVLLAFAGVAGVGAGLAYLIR
# GSH bead fluor: compound fluorescence on glutathione beads, profiling panel, artefact control, biophysical, 488/530 nm, flow cytometry; GSH beads flow cytometry, compound fluorescence 488/530 nm; stronger effect = higher value; fluorescence (KMESF) at 10 µM; actives 0.25% (n = 190,000); in the data active means fluorescence above about 89;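 further: glutathione beads carrying GST-tagged Bcl family fusion proteins plus one bare bead set; values are compound well signal with DMSO vehicle wells as background; inactives centre near 16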
# RGS8-Gao: RGS8-Galphao binding modulators, primary screen, biochemical, multiplexed bead flow cytometry; actives lie on both sides; response (percent of control binding), % at 10 µM; actives 0.34% (n = 220,000); in the data active means response below about 60% or above about 140%; inactive means in between;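 further: Galphao activated as the GDP aluminium fluoride complex binding bead-coupled RGS8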
# ABCG2 block: ABCG2 efflux pump inhibitors, primary screen, multiplex with ABCB1, IgMXP3 cells, flow cytometry; JC-1 efflux; inhibition, % at 6.6 µM; actives 0.1% (n = 190,000); AID 1325, 2008;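 active means inhibition above 80%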;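 further: 0% = DMSO and 100% = nicardipine control wells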
#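 Test system: ABCG2 IgMXP3 and barcoded ABCB1 CCRF-Adr cell mix; Schedule: cells with compound and JC-1, 10 min at 25 °C, rotating, no wash; Technique: flow cytometry of retained JC-1 fluorescence; Measure: % inhibition of efflux relative to nicardipine and DMSO; Controls: nicardipine high and DMSO low controls.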
# ABCB1 inh: ABCB1 efflux pump inhibitors, primary screen, cell-based, multiplex, flow cytometry, ABCG2 counter-screen; ATP-dependent translocase ABCB1 (Homo sapiens), P08183; CCRF-Adr cells, JC-1 efflux; inhibition, % at 6.6 µM; actives 0.067% (n = 190,000); in the data active means inhibition above about 40%;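 further: 0% = vehicle and 100% = reference inhibitor; higher value means more JC-1 retained so stronger ABCB1 efflux block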
# Pf gamet viab: late stage P. falciparum gametocyte viability inhibitors, primary screen, ATP luminescence, HTS. P. falciparum stage V gametocytes, 24 h. inhibition, % at 10.9 µM. actives 0.065% (n = 150,000). AID 743093, 2013;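 active means inhibition above the mean plus 3 SD of compounds within the control limits, set per campaign, cut at about 38% in these data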;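 further: 0% = DMSO wells and 100% = medium only without gametocytes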
# RGS7-Gao reg: RGS7-Galphao binding modulators, primary screen, biochemical, multiplexed bead flow cytometry; actives lie on both sides; AID 1439, 2008; actives 0.35% (n = 220,000); binding response (% of control), % at 10 µM; in the data active means binding response below about 49% or above about 150%; inconclusive means no clear call, values can overlap the other calls; inactive means in between;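 further: fluorescent Galphao held in activated GDP-AlF4 state binding bead-coupled RGS7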
# Mcl1-Noxa inh: Mcl-1/Noxa binding inhibitors, primary screen, biochemical, TR-FRET, 1536-well; Induced myeloid leukemia cell differentiation protein Mcl-1 (Homo sapiens), Q07820; inhibition, % at 21.7 µM; actives 1.5% (n = 220,000); TR-FRET Mcl-1/Noxa peptide binding, 2 h; AID 1022, 2008;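 active means compounds that cut the protein-peptide binding signal by more than 50% relative to plate controls in a single-dose test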;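 further: His-tagged Mcl-1 with rhodamine Noxa BH3 peptide and terbium anti-His antibody; 0% = Mcl-1 plus Noxa peptide wells and 100% = peptide-only wells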
# Mcl1 Bid PPI: Mcl-1/Bid binding inhibitors, primary screen, biochemical, TR-FRET, 1536-well. Induced myeloid leukemia cell differentiation protein Mcl-1 (Homo sapiens), Q07820. TR-FRET Mcl-1/Bid-Dy647 peptide binding. inhibition, % at 21.7 µM. actives 0.97% (n = 220,000). AID 1021, 2008;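 active means compounds that cut the binding signal by more than half at the single screening dose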;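 further: His-tagged Mcl-1 with europium anti-His antibody binding Bid BH3 peptide; 0% = Mcl-1 plus peptide wells and 100% = peptide-only wells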
# Numbers without * were called inactive; ? = inconclusive; . = no result given.
SMILES,Avidin bead fluor,RGS4-Gao reg,Mcl-1 Bim block,GSH bead fluor,RGS8-Gao,ABCG2 block,ABCB1 inh,Pf gamet viab,RGS7-Gao reg,Mcl1-Noxa inh,Mcl1 Bid PPI
O=C(c1ccccc1Sc1ccc([N+](=O)[O-])cc1)N1CCCCC1,4,80,-3,11,110,23,1.2,2,75,0,7
O=C(N/N=C/C=C/c1ccccc1)c1n[nH]c2c1CCC2,8,102,2,4,103,0,-0.1,.,102,2,-38
Cc1cc2ccccc2nc1SCC(=O)NC1CCCCC1,.,106,-1,12,108,1,-1.2,-12,104,-27,-55
O=C(Nc1ccccc1)Nc1nc2ccccc2s1,5,104,0,10,102,-2,-0.5,-24,101,16,-10
CSc1nc(-c2ccco2)nn1C(=O)c1ccc(C)cc1,6,90,-2,26,98,2,0.1,.,83,8,-14
CCC(=O)N1Cc2ccccc2-c2ccccc2C1=O,9,95,4,4,98,1,0.3,.,91,13,-3
N=c1c2c(n(Cc3ccc([N+](=O)[O-])cc3)c3c1CCC3)CCCC2,10,104,5,13,100,5,0.9,-4,103,12,-22
Cc1nc(SCC(=O)Nc2cc(Cl)ccc2[N+](=O)[O-])nc(C)c1C,12,97,-5,19,99,14,1.7,.,96,8,95*
O=C(CSc1ccccc1)Nc1ccc(S(=O)(=O)Nc2ncccn2)cc1,24,101,0,15,105,1,0.2,-8,104,5,-23
CN(C(=O)c1ccc2c(c1)OCO2)C1(C(=O)NC2CCCCC2)CCCCC1,31,96,-3,26,102,-3,0.4,.,99,-2,1
COc1ccc(NC(=S)N(CCN2CCOCC2)C2CCN(C(C)=O)CC2)cc1Cl,11,98,-2,12,100,0,0.3,-20,98,7,-21
COc1ccc(NC(=O)NC23CC4CC(CC(C4)C2)C3)cc1OC,11,101,-4,29,100,11,0.3,.,99,4,-10
Cc1cc(C)c2nc(C)cc(Nc3ccc(C(=O)N4CCOCC4)cc3)c2c1,6,75,.,.,94,.,.,-4,?,-1,-14
COc1ccc(NC(=O)CSc2nnc(N)s2)cc1,8,97,1,17,95,2,0.2,.,100,-12,-43
COc1cc(C2NC(=S)NC(c3ccccc3)=C2C(C)=O)cc(Br)c1OCC(N)=O (stereo not given),8,100,0,16,102,1,0.1,-10,100,10,-28
CCCCN(C)CCCNC(=O)/C=C1\Sc2ccccc2NC1=O,12,100,-3,10,100,0,-0.1,8,103,19,-16
CC(Sc1nnc2c(n1)C1CCC2(C)C1(C)C)C(=O)Nc1ccccc1 (stereo not given),14,102,0,12,101,0,0.1,.,102,-8,67*
O=C(O)CCC(=O)N1N=C(c2c(-c3ccccc3)c3cc(Cl)ccc3[nH]c2=O)CC1c1ccco1 (stereo not given),10,101,0,13,101,2,0.1,-2,99,8,-10
CCCn1c(SCc2nc3ccccc3s2)n[nH]c1=O,14,93,0,9,87,4,0.6,15,92,12,0
Cn1nnnc1SCC(=O)N1c2ccccc2Sc2ccc(Cl)cc21,37,100,0,15,98,3,1.1,-4,102,19,0

# 2 entries from above, as labelled records:
N=c1c2c(n(Cc3ccc([N+](=O)[O-])cc3)c3c1CCC3)CCCC2
  Avidin bead fluor: 10	RGS4-Gao reg: 104	Mcl-1 Bim block: 5	GSH bead fluor: 13	RGS8-Gao: 100	ABCG2 block: 5	ABCB1 inh: 0.9	Pf gamet viab: -4	RGS7-Gao reg: 103	Mcl1-Noxa inh: 12	Mcl1 Bid PPI: -22

Cc1nc(SCC(=O)Nc2cc(Cl)ccc2[N+](=O)[O-])nc(C)c1C
  Avidin bead fluor: 12	RGS4-Gao reg: 97	Mcl-1 Bim block: -5	GSH bead fluor: 19	RGS8-Gao: 99	ABCG2 block: 14	ABCB1 inh: 1.7	Pf gamet viab: .	RGS7-Gao reg: 96	Mcl1-Noxa inh: 8	Mcl1 Bid PPI: 95*

# Compound profiles (already shown). Order of values: Avidin bead fluor	RGS4-Gao reg	Mcl-1 Bim block	GSH bead fluor	RGS8-Gao	ABCG2 block	ABCB1 inh	Pf gamet viab	RGS7-Gao reg	Mcl1-Noxa inh	Mcl1 Bid PPI
# O=C(Nc1ccccc1)Nc1nc2ccccc2s1 is entered as 5	104	0	10	102	-2	-0.5	-24	101	16	-10
# O=C(CSc1ccccc1)Nc1ccc(S(=O)(=O)Nc2ncccn2)cc1 is entered as 24	101	0	15	105	1	0.2	-8	104	5	-23
# CCCn1c(SCc2nc3ccccc3s2)n[nH]c1=O is entered as 14	93	0	9	87	4	0.6	15	92	12	0

# Additional results.
SMILES,Avidin bead fluor,RGS4-Gao reg,Mcl-1 Bim block,GSH bead fluor,RGS8-Gao,ABCG2 block,ABCB1 inh,Pf gamet viab,RGS7-Gao reg,Mcl1-Noxa inh,Mcl1 Bid PPI
O=C(CSCC(=O)NCc1ccco1)NCc1ccco1,8,101,0,13,102,-8,-0.4,9,103,17,-14
Cc1nc2ccc(C(=O)N3CCN(c4ccccn4)CC3)cc2s1,11,98,0,20,97,6,1.2,-9,100,-5,-32
COc1cc(/C=C2\SC(=O)N(CCNC(=O)c3sc4cc(F)ccc4c3Cl)C2=O)cc(OC)c1OC,5,96,0,21,98,11,1.2,5,101,-9,27
CC(C)(C)c1ccc(C(=O)CC(Sc2ccc(Cl)cc2)C(=O)O)cc1 (stereo not given),10,102,-4,16,99,-2,-0.1,.,?,-2,5
COc1ccc(/C=C/C(=O)NCCNC(=O)c2ccccc2)cc1OC,7,108,3,19,107,12,1.0,-6,112,-2,-31
CCCC(=O)Nc1ccccc1NC(=O)c1ccc(OCC)cc1,10,99,0,22,100,5,0.8,5,99,-3,-15
COCCN1CCn2c(nc3cc(NC(=O)c4cccs4)ccc32)C1,4,99,6,15,99,.,.,.,96,15,-16
Cc1c(C(=O)N2CCCC2)sc(NC(=O)c2cccc(Cl)c2)c1C#N,5,107,8,16,102,.,.,.,103,14,-2
Cc1ccc(CN2CCS(=O)(=O)CC2)cc1,34,103,-1,15,103,0,0.2,10,103,9,1
CCOC(=O)N1CCN(S(=O)(=O)c2ccc3[nH]cc(C(=O)O)c(=O)c3c2)CC1,44,91,0,23,95,2,0.3,-19,92,11,-1
CCCn1nnnc1SCC(=O)N1CCOCC1,15,98,3,57,102,0,0.0,.,98,4,-13
COc1cc2c(cc1OC)-c1cc(OCCN3CCOCC3)nc(=O)n1CC2,20,104,-5,23,105,0,-0.1,-1,105,17,0
Clc1ccc2[nH]c3c(NCCCN4CCOCC4)ncnc3c2c1,7,93,-3,15,102,3,0.3,1,95,27,12
CCN(CC)S(=O)(=O)c1ccc(NS(=O)(=O)CC23CCC(CC2=O)C3(C)C)cc1 (stereo not given),14,101,-6,9,99,-3,0.7,4,102,1,-29
COc1ccc(C(=O)NC(=S)Nc2ccc(NC(=O)c3ccco3)cc2)cc1[N+](=O)[O-],8,94,-4,7,103,-1,-2.4,-25,98,37,37
O=C(/C=C\NCC(=O)c1ccccc1)c1ccc(F)cc1,27,115,1,24,102,4,0.0,.,112,-19,-36
COc1cc(C(=O)N2CCN(S(=O)(=O)c3ccc(F)cc3)CC2)cc(OC)c1OC,15,101,1,58,102,2,1.0,-14,104,-17,-16
CC(O)C(O)C(O)C(O)C1NCCS1 (stereo not given),14,97,0,20,98,2,0.3,-14,98,-2,-19
Cn1c(=O)c2c(nc(NN=C3CCCC3)n2C)n(C)c1=O,8,92,.,.,100,.,.,0,?,-3,-40
Cc1ccc(N2CCN(C(=O)c3ccccc3)CC2)c(C)c1,11,103,-3,6,103,1,0.6,-8,104,6,-7
CCOC(=O)c1cc(NC(=O)c2ccccc2)c(=O)oc1C(F)(F)F,12,99,0,13,100,12,1.0,-17,?,8,-29
O=C(c1ccc2c(=O)n3c(nc2c1)CCCCC3)N1CCN(c2ccccc2)CC1,8,99,.,.,99,.,.,17,?,-9,-22
O=C(CSC(=S)N1CCSCC1)c1ccc(Cl)cc1,13,92,-9,11,86,4,1.1,3,94,-2,-4
CSc1nnc(-c2ccccc2N=Cc2c(C)[nH]n(-c3ccc4ccccc4c3)c2=O)c(=O)[nH]1,29,101,0,8,101,-1,-0.3,21,104,19,-17
COc1cc(C(=S)N2CCOCC2)cc(OC)c1O,6,93,.,.,97,.,.,7,?,16,-50
Cc1ccc(NC(=O)C(C)Sc2nnc(-c3cccnc3)n2-c2ccccc2)cc1 (stereo not given),5,85,7,17,96,.,.,.,101,3,-11
COc1ccc(-c2csc(NC(=O)/C(N=Nc3ccccc3)=C(\C)O)n2)cc1,11,101,41*,9,103,1,0.2,.,104,9,-33
COc1ccccc1C(=O)Nc1ccccc1N1CCN(S(C)(=O)=O)CC1,11,100,-1,26,99,9,2.2,.,101,36,1
O=C(NCCn1ccc2ccccc21)c1ccc(S(=O)(=O)N2CCCCC2)cc1,5,95,-2,17,99,1,0.5,.,92,12,-21
O=C(O)C1C2C=CC(C2)C1C(=O)NCc1ccccn1 (stereo not given),5,104,0,24,102,2,0.4,.,105,-24,-51
NNc1nc2cccnc2n(CCNc2ncc(C(F)(F)F)cc2Cl)c1=O,12,98,-2,13,101,1,0.0,-15,100,4,-45
Nc1nc2ccc(C(=O)NCCOC(=O)C3CCCCC3)cc2s1,11,101,-1,18,102,26,1.3,.,106,26,-15
Cc1sc2ncnc(Sc3nnnn3-c3ccccc3)c2c1C,11,103,3,11,98,7,0.7,.,99,6,-6
Nc1nc(NCc2c(F)cccc2Cl)nn1-c1ccccc1,.,.,-1,26,.,3,0.5,.,.,14,22
Nn1c(SCC(=O)Nc2ccccc2)nnc1-c1cccnc1,14,96,-2,26,95,9,0.8,.,98,-6,-13
Cc1ccc(C(c2nnnn2C(C)(C)C)N(Cc2ccco2)Cc2cccs2)cc1 (stereo not given),16,107,-5,20,107,46,8.1,.,107,24,-16

# Reprinted at random: three entries already listed
SMILES,Avidin bead fluor,RGS4-Gao reg,Mcl-1 Bim block,GSH bead fluor,RGS8-Gao,ABCG2 block,ABCB1 inh,Pf gamet viab,RGS7-Gao reg,Mcl1-Noxa inh,Mcl1 Bid PPI
O=C(NCCn1ccc2ccccc21)c1ccc(S(=O)(=O)N2CCCCC2)cc1,5,95,-2,17,99,1,0.5,.,92,12,-21
Nc1nc(NCc2c(F)cccc2Cl)nn1-c1ccccc1,.,.,-1,26,.,3,0.5,.,.,14,22
Cc1ccc(NC(=O)C(C)Sc2nnc(-c3cccnc3)n2-c2ccccc2)cc1 (stereo not given),5,85,7,17,96,.,.,.,101,3,-11
